ERG Ets-DNA blk = blocks human ERG Ets domain binding to DNA | P11308 | Potency, µM (top dose mostly 76.9 µM), inactives show top-dose FP activity, negative = inhibition, most hits filed as inhibitors | AID 624246 | 0.028% of 370,000 active | fluorescence polarization, His-ERG Ets domain / labelled DNA; active = well fitted inhibition curve with a large enough effect in the polarisation, with a control signal flat; inconclusive = small, poorly fitted or top-dose-only effect, or effect the other way, or a change in a side signal; inactive = no such curve, though single readings can be large or run the other way; the % refers to the polarisation;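 note: polarization taken with two DNA probes labelled with fluorescein and Texas red; potency is the fitted concentration of half-maximal effect; % of control where 0% means no effect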
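His-tagged ERG Ets domain (1 uM in the protein solution; 300mM KCl, 50mM Tris-HCl, 1mM EDTA, 1mM DTT, pH 7.5) received compound, then a probe mix of 5 nM fluorescein-DNA and 100nM Texas-615-DNA. Fluorescence polarization was read for both dyes.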
ALOX12 inh = ALOX12 (human) lipoxygenase inhibition; purified 12hLO, xylenol orange hydroperoxide absorbance; Potency, µM (top dose mostly 108 µM), inactives show top-dose activity change, negative = inhibition, actives largely listed as inhibitors; 1.1% of 580,000 active; AID 1671190; note: potency is the fitted concentration of half-maximal effect; % is set by controls: 0 for no effect and ±100 for the full control effect
Target sequence (P18054 whole entry, looked up): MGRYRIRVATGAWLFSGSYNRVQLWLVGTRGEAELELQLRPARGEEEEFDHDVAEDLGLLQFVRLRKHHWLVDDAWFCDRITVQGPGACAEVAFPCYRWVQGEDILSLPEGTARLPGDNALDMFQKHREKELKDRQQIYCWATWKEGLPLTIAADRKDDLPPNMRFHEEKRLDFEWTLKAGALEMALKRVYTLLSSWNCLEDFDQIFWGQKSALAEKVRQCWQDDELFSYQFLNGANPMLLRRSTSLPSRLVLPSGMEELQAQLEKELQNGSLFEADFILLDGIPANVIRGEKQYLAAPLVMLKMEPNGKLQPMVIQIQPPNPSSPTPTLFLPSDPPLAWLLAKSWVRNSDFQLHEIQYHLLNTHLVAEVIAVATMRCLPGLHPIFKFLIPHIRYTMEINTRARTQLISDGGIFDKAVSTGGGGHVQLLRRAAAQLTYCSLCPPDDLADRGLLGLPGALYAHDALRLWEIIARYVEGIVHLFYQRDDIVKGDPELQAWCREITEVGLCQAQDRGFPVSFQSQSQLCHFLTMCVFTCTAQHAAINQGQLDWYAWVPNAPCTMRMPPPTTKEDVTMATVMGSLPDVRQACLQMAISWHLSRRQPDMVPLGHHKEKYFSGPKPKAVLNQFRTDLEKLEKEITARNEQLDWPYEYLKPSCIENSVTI
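Hydroperoxide product was detected by ferrous iron/xylenol orange as the 573 to 405 nm absorbance ratio. Arachidonic acid at 40 uM (final) was turned over for 30 min at room temperature by 150 nM human 12hLO, pH 7.0 Hepes buffer, after 15 min compound preincubation.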
RGS4 inhibitor = blocks human RGS4-accelerated GTP hydrolysis. Transcreener GDP fluorescence polarization, RGS4-accelerated GTP hydrolysis. Potency, µM (series often up to 114 µM), without a hit: at the top dose activity change, negative = inhibition, hits mostly inhibitors. P49798. 0.039% of 390,000 active; note: potency is the fitted concentration of half-maximal effect; % is set by controls: 0 for no effect and ±100 for the full control effect; nearly all actives have a fitted effect of over 75% in size; some results filed as inactive show a strong effect at the top dose
Target sequence (P49798 whole entry, looked up): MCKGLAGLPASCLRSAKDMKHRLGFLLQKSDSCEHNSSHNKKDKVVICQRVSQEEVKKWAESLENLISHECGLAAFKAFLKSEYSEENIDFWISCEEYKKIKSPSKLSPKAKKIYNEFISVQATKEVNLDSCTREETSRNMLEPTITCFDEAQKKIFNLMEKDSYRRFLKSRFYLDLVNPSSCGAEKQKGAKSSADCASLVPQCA
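MLSMR compounds (23 nl, pin-transferred) preincubated 10 min at room temperature with a 500nM (2x) first reagent, then RGS4 at 900nM (2x) plus Transcreener GDP mix added; fluorescence polarization (620/688 nm) read before and after 90 min at 30 °C.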
Apoferritin bind = candidate novel general anesthetic via apoferritin binding. P02791. apoferritin/1-aminoanthracene competitive binding, fluorescence. Potency, µM (titrated, usually from 77.5 µM), for inactives: top-dose activity change, negative = displacement, most hits filed as inhibitors. 0.074% of 350,000 active. AID 485281; note: potency is the fitted concentration of half-maximal effect; % is set by controls: 0 for no effect and ±100 for the full control effect; nearly all actives have a fitted effect of over 20% in size
Target sequence (P02791 2-175 limits assumed): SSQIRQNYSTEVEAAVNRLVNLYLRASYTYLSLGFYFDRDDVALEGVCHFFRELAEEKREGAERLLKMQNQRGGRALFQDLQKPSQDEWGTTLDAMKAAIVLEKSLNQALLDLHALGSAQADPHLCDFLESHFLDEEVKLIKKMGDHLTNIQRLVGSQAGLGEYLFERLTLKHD
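In PBS, apoferritin at 10 uM is loaded with 1-AMA from a 50% saturated solution. After 10 min of compound exposure at ambient temperature, reduced 535 nm fluorescence indicates probe displacement.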
LDHA block = inhibitors of human lactate dehydrogenase A; P00338; purified LDHA, NADH/diaphorase-resazurin fluorescence; hits give low values; activity change, % (values are at about 110 or 230 µM); 0.15% of 480,000 active; AID 1347041; in the data active = activity change below about -30%; inconclusive = mostly about -25% to -30%;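 note: plate controls were DMSO wells for no effect and wells without enzyme for full effect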
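Remaining NADH was detected by diaphorase (0.133 mg/mL) converting 37 µM resazurin to fluorescent resorufin, read at 0 and 20 minutes. The preceding 5-minute room-temperature reaction used 2 nM LDHA, 0.2 mM sodium pyruvate and 0.06 mM NADH at pH 7.4.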
POLH inh = DNA polymerase eta (human) inhibition. recombinant Pol eta, fluorescent DNA replication assay. Potency, µM (highest dose often 114 µM), without a hit: at the top dose activity change, negative = inhibition, usual class: inhibitors. 1.2% of 390,000 active; note: potency is the fitted concentration of half-maximal effect; % is set by controls: 0 for no effect and ±100 for the full control effect
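Pol eta at 10 nM preincubated with compounds 15 min at room temperature; reaction started with fluorescent substrate (50 nM final) and read kinetically at 0 and 10 min.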
POLK inh = inhibitors of human DNA polymerase kappa; Potency, µM (series often up to 107 µM), for inactives: at the top dose activity, negative = inhibition, most hits filed as inhibitors; AID 588579; 0.53% of 400,000 active; Q9UBT6; purified Pol kappa, fluorescent DNA synthesis assay, 10 min; note: potency is the fitted concentration of half-maximal effect; % is set by controls: 0 for no effect and ±100 for the full control effect
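Activity was followed as the change in fluorescence between reads at 0 and 10 min after starting the reaction with 50 nM substrate. Beforehand, 10 nM polymerase had been preincubated with compound for 15 min at room temperature.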
POLB inh = inhibitors of human DNA polymerase beta; P06746; 1.3% of 340,000 active; Pol beta primer extension/strand displacement, fluorescence kinetic; AID 485314; Potency, µM (doses to about 114 µM), inactives show at the highest dose activity change, negative = inhibition, actives largely listed as inhibitors; note: potency is the fitted concentration of half-maximal effect; % is set by controls: 0 for no effect and ±100 for the full control effect
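Reaction started by 50 nM substrate onto compound-treated Pol beta (10 nM, 15 min preincubation, room temperature); plates read at 0 min and 10 min. Normalized concentration-effect data fitted by four-parameter Hill equation.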
APE1 inh = blocks human APE1 abasic DNA cleavage; Potency, µM (highest dose often 65.8 µM), without a hit: at the highest dose activity change, negative = inhibition, usual class: inhibitors; 0.35% of 350,000 active; P27695; recombinant APE1, TAMRA/BHQ-2 abasic DNA cleavage fluorescence;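 note: potency is the fitted concentration of half-maximal effect; plate controls were vehicle for no effect and reference inhibitor for full effect; nearly all actives have a fitted effect of over 55% in size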
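APE1 at 0.75 nM preincubated 15 min at room temperature with compound. Reaction then started with 50 nM double-stranded THF-abasic substrate labelled with TAMRA/BHQ-2, and 525/598 nm fluorescence read kinetically. Activity taken as third-minus-first read difference, normalized to DMSO and NSC13755 controls.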
Active calls of the source: *; ? = inconclusive; / = no result given; & = joins results of further samples; [ ] = remark or other dose. Unless noted, calls come from the whole dose curve; as a rule, active = well fitted curve in the direction sought with a large enough effect; inconclusive = small, poorly fitted or top-dose-only effect, or another doubt; inactive = no such curve, though single readings can be large; an effect the other way counts as inactive or inconclusive. Not all compounds are listed; the hit share may differ from the screen's.

molecule,RGS4 inhibitor,Apoferritin bind,POLH inh,LDHA block,ERG Ets-DNA blk,POLK inh,POLB inh,APE1 inh,ALOX12 inh
CCOc1ccccc1NC(=O)Cn1c(=O)n(-c2ccc(OC)cc2OC)c(=O)c2c(C)c(C(=O)N(CC)CC)sc21,16%,-9%,-25%,-6,5%,-11%,11%,10%,-3%
O=C(CN(c1cccc(C(F)(F)F)c1)S(=O)(=O)c1ccc(Cl)c([N+](=O)[O-])c1)NCc1ccccc1,21%,?,-7%,-6,1%,-8%,24%,-6%,-3%
CC(=O)OC1CC(C)(C)N(OC(=O)c2ccc(N)cc2)C(C)(C)C1,18%,-5%,-1%,3,3%,-9%,-10%,-1%,0%
CCn1c(=O)c(C(=O)CN2CCOCC2)c(N)n(Cc2ccccc2)c1=O,12%[56.9 µM],-11%,9%,-5,0%,-23%,-2%,1%,0%
CCCCC1CCC(C(=O)N2CC(=O)Nc3ccc(Cl)cc3C2c2ccc(F)cc2)CC1 (centres undefined),-16%,-8%,-21%,-12,2%,-5%,13%,/,-10%
CCOC(=O)c1[nH]c(C)c(CCC(=O)OC)c1C,-21%,0%,-17%,1,-1%,-1%,-16%,1%,-29%
O=C(C1=COCCO1)N1CCN(S(=O)(=O)c2cccc(Br)c2)CC1,-2%,/,4%,-1,0%,8%,/,45%[activator],1%
O=Cc1cccn1-c1ncc(Br)cn1,-3%,-3%,9%,-4,19%,-13%,-1%,-5%,-13%
CCn1cc(C(=O)N2CCCC2)c(=O)c2cc(S(=O)(=O)N(C)C)ccc21,-13%,-1%,-11%,2,4%,-15%,-10%,3%,409%[activator]
O=C(COC(=O)CC1CC2CCC1C2)Nc1ccc(Cl)c(S(=O)(=O)N2CCOCC2)c1 (centres undefined),4%,/,-15%,0,9%,-13%,/,27%,-1%
O=C1CC(C(=O)Nc2ccc(Cl)c(Cl)c2)S/C(=N\N=C\c2ccco2)N1 (centres undefined),-9%,-2%,-4%,-11,9%,-10%,-1%,0%,93%[activator]
Cc1ccc(N2CN(Cc3cccnc3)CNC2=S)c(C)c1,1%,1%,-17%,-6,4%,-5%,-4%,22%,5%
O=c1[nH]c2cc(Cl)c([N+](=O)[O-])nc2[nH]1,-24%,-2%,-18%,14,6%,4%,-2%[57.1 µM],-2%,?
CN(Cc1ccccc1)C(=O)c1nc2ccccn2c1CN1CCCC1c1nccs1 (centres undefined),-6%,-10%,-12%,2,-1%,2%,3%,8%,9%
Cc1ccc(C(C(=O)NC(C)(C)C)N(C(=O)CCC(=O)Nc2ccccn2)c2ccccc2F)cc1 (centres undefined),-4%,3%,2%,-9,-2%,-2%,81%,-2%,0%

molecule,RGS4 inhibitor,Apoferritin bind,POLH inh,LDHA block,ERG Ets-DNA blk,POLK inh,POLB inh,APE1 inh,ALOX12 inh
COC(=O)c1cc2c(ccn2-c2ccc(F)cc2)n1C(C)C,-20%,4%,-26%,11,5%,-5%,40%,14%,?
O=C(Cc1ccc(-c2ccccc2)cc1)Nc1ccccn1,-19%,-21%,-3%,-2,-8%,-22%,-14%,25%,19%
C[C@H](CO)N1C[C@H](C)[C@@H](CN(C)S(=O)(=O)c2cn(C)cn2)Oc2ccc(NC(=O)Cn3cnnn3)cc2C1=O,4%,/,-19%,-6,-1%,-3%,/,-8%,-2%
CCOc1cccc(CNc2ccc(O)cc2)c1OCc1ccc(Cl)cc1Cl,-34%,?,?,25,?,-18%,-1%,?,/
O=C(O)Cn1nnc(-c2ccc(OCc3cccc(C(F)(F)F)c3)cc2)n1,10%,?,-14%,-5,-3%,6%[60.1 µM],-21%,/,5%
Cc1ccc(Oc2nc3c(c(=O)n(Cc4ccccc4)c(=O)n3C)n2C)cc1C,7%,?,-28%,5,1%,-12%,-21%,/,-12%
Cc1ccc(NC(=S)c2nc3ccccc3[nH]2)cc1,24%,?,-14%,-3,5%,-10%,-9%,-3%,0%
Cc1cccc(NCc2nc3ccccc3n2Cc2ccccc2)c1,-45%,-9%,-16%,1,2%,-12%,1%,2%,0%
COc1ccccc1N1CCN(Cc2cc3c(cc2[N+](=O)[O-])OCO3)CC1,25%,-19%,0%,-15,1%,-8%,0%,-2%,?
CC(=O)Nc1ccc(Sc2ncccc2C(=O)Nc2ccc(OC(F)(F)F)cc2)cn1,-21%,5%,-13%,-3,/,-5%,15%,-9%,-21%
CC(=O)N1CCC(N(CCN2CCOCC2)C(=S)Nc2cccc(C)c2)CC1,-8%,-1%,-8%,-1,-6%,-7%,1%,8%,3%
COc1cccc(OCCn2cc(/C=N/NC(=O)c3ccncc3)c3ccccc32)c1,11%,-12%,-15%,-4,9%,0%,?,?,2%
O=CN1CCN(C(C(=O)NC2CCCCC2)c2ccc(Cl)cc2)CC1 (centres undefined),-45%,/,-20%,-4,15%,-11%,/,/,-23%
CC(=O)Nc1ccc(S(=O)(=O)N[C@@H](C)C(=O)OCC(=O)NC2CCCC2)cc1,4%,/,-17%,-4,2%,-13%,/,15%,-13%
CCCN1C(=O)C(=O)c2cc(Cl)ccc21,?,/,-9%,14,-4%,1%,/,16%,-36%

Single records, as listed above. Values in the order: RGS4 inhibitor	Apoferritin bind	POLH inh	LDHA block	ERG Ets-DNA blk	POLK inh	POLB inh	APE1 inh	ALOX12 inh
Entry for CCOc1cccc(CNc2ccc(O)cc2)c1OCc1ccc(Cl)cc1Cl → -34%	?	?	25	?	-18%	-1%	?	/
Entry for COc1ccccc1N1CCN(Cc2cc3c(cc2[N+](=O)[O-])OCO3)CC1 → 25%	-19%	0%	-15	1%	-8%	0%	-2%	?
Entry for CC(=O)N1CCC(N(CCN2CCOCC2)C(=S)Nc2cccc(C)c2)CC1 → -8%	-1%	-8%	-1	-6%	-7%	1%	8%	3%
Entry for Cc1cccc(NCc2nc3ccccc3n2Cc2ccccc2)c1 → -45%	-9%	-16%	1	2%	-12%	1%	2%	0%

The listing continues.
molecule,RGS4 inhibitor,Apoferritin bind,POLH inh,LDHA block,ERG Ets-DNA blk,POLK inh,POLB inh,APE1 inh,ALOX12 inh
CC(C)(COC(=O)c1ccccc1)N1CC2CCC(C1)O2,5%,/,-17%,1,-4%,-14%,/,/,-1%
Cc1nn(-c2ccc(C(=O)NCC(c3ccco3)N3CCCC3)cc2)c(C)c1Cl (centres undefined),-21%,/,-18%,-1,-3%,-3%,/,-13%,-28%
O=C(Nc1cc(F)ccc1F)c1cnn2c(C(F)F)cc(-c3ccccc3)nc12,-9%,-6%,-9%,3,2%,14%,0%,/,-8%
CCOC(=O)N1CCN(CCCc2ccccc2)CC1,20%,0%,-4%,-13,-4%,-13%,-17%,3%,?
O=C(CN1C(=O)c2ccccc2C1=O)OCCOCCN=C1NS(=O)(=O)c2ccccc21,-31%,-13%,-14%,-1,-4%,19%,-21%,7%,-2%
CCOC(=O)CC(N)c1ccc(OC)cc1 (centres undefined),-9%,-2%,-8%,2,-7%,8%,43%,3%,?
COCCNC(=O)CSc1nc2c(n1-c1ccccc1)CCCC2,7%,-11%,-1%,3,-7%,-9%,8%,-3%,0%
O=C(CNC(=O)C1CCCCC1)NNC(=O)c1ccccc1Br,-9%,?,-5%,-7,11%,-1%,37%,-9%,78%[activator]
Cc1ccc(-n2c(C)cc(/C=N/NC(=O)CC3(C)OCCO3)c2C)c(C)c1,?,-2%,2%,1,-7%,-22%,-21%,-3%,27%
COc1cc(CNc2ccc3c(c2)OCCO3)ccc1OCC(N)=O,-15%,?,-6%,1,-2%,-10%,?,3%,-10%
O=c1c2ccccc2c(-c2ccc(F)cc2)nn1-c1ccc(C(F)(F)F)cc1,-20%,?,-5%,1,5%,-7%,1%,1%,?
CCC(C)Sc1cccc(-c2nc3cc(C)ccn3c2NC2CCCCC2)c1 (centres undefined),-2%,/,-19%,2&5,4%,-24%,/,15%,?
Cn1nnnc1SCc1cc(=O)[nH]c2ccccc12,19%[11.4 µM],-14%,-4%,1,5%,-2%,-3%,3%,-3%
Cc1ccc2[nH]c(C)c(CCNC(=O)c3cc4cc([N+](=O)[O-])ccc4oc3=O)c2c1,-13%,-18%,-11%,0,-9%,-8%,0%,-2%,-15%
O=[N+]([O-])c1ccc(N2CCOCC2)cn1,-14%,-10%,-12%,-2,10%,0%,?,2%,-18%
COC(=O)c1scc(-c2ccc(C)cc2)c1S(=O)(=O)Nc1cc(Cl)ccc1C,-12%,-5%,-16%,-2,2%,-19%,?,/,-18%
CCC(C)[C@H]1CNC(=S)N1CCc1cccc2ccccc12 (some centres undefined),-20%,-14%,-19%,-1,1%,4%,-4%,-2%,?

2 entries from above, with values under each structure.
The line under a structure holds: RGS4 inhibitor, Apoferritin bind, POLH inh, LDHA block, ERG Ets-DNA blk, POLK inh, POLB inh, APE1 inh, ALOX12 inh
- COc1cc(CNc2ccc3c(c2)OCCO3)ccc1OCC(N)=O
  -15%, ?, -6%, 1, -2%, -10%, ?, 3%, -10%
- O=c1c2ccccc2c(-c2ccc(F)cc2)nn1-c1ccc(C(F)(F)F)cc1
  -20%, ?, -5%, 1, 5%, -7%, 1%, 1%, ?

Screening data as filed in PubChem BioAssay.
